All columns: NCI-60 one-dose screen, growth in % after 48 h at 10 µM unless noted; 100 = growth as untreated, 0 = no growth, -100 = all killed.
SK-MEL-28 – SK-MEL-28 melanoma | hit rate 4.1% among 81,000 | AID 1794761
MALME-3M – MALME-3M melanoma. hit rate 5.8% among 78,000
UACC-257 – UACC-257 melanoma; hit rate 4.4% among 78,000; AID 1794764
SK-MEL-2 – SK-MEL-2 melanoma; hit rate 4.7% among 77,000
LOX IMVI – LOX IMVI melanoma | AID 1794757 | hit rate 7.4% among 79,000
HS 578T – HS 578T breast cancer; AID 1794788; hit rate 4.1% among 78,000
SK-MEL-5 – SK-MEL-5 melanoma; hit rate 6.4% among 80,000; AID 1794755
UACC-62 – UACC-62 melanoma | hit rate 5.4% among 81,000
Numbers without * were called inactive; · = no result given; & = joins results of further samples; ! = repeats disagree. Rule for the calls: active = growth percent below 10; inactive = the rest.

SMILES	SK-MEL-28	MALME-3M	UACC-257	SK-MEL-2	LOX IMVI	HS 578T	SK-MEL-5	UACC-62
O=S(=O)(NCCCNc1nccc(-n2cnc3ccccc32)n1)c1ccccc1	105.3	108.0	103.6	108.1	91.7	93.7	60.2	85.0
COc1ccc(O)c(C(=O)CC(=O)c2cccnc2)c1	120.4	124.7	108.9	114.7	104.5	121.9	104.1	101.9
CC(C(=O)c1c([O-])on[n+]1-c1ccccc1)N1CCOCC1 (configuration not stated)	113.2	103.1	93.4	98.4	99.5	108.5	100.6	101.0
O[C@H]1CO[C@H]2[C@@H]1OC[C@@H]2Oc1ccc(Nc2ccnc(Nc3ccc(O[C@H]4CO[C@H]5[C@@H]4OC[C@@H]5O)c(Cl)c3)n2)cc1Cl	20.4	13.2	31.8	4.2*	-8.3*	-2.9*	·	-74.0*
CC(=O)Nc1ccc(I)cc1	110.8	101.9	87.2	84.6	96.7	107.7	99.0	98.7
COC(=O)CCCCCCCCC(C)c1ccc(C(C)=O)cc1 (configuration not stated)	130.0	·	118.7	96.0	98.2	93.9	111.5	116.0
COc1ccc(Cn2nc3c(c2-c2ccc(OC)c(OC)c2)-c2oncc2CC3)cc1	95.1	104.1	95.3	112.0	96.7	95.7	98.3	92.2
Cc1cc(NC(=O)COC(=O)c2cccc(Oc3ccccc3)c2)no1	93.5	94.9	·	96.2	104.9	92.9	108.7	90.6
COc1cccc(/C=C/c2sc(N3N=C(c4ccc(Cl)cc4)CC3c3cccnc3)nc2C)c1 (configuration not stated)	111.3	108.0	109.5	106.1	94.4	89.2	97.0	97.8
O=C(O)c1nc[nH]c1C(=O)O	105.0	98.1	106.9	83.7	·	·	114.5	99.4
COc1cc(C#Cc2ccc(=O)oc2C#Cc2ccccc2)cc(OC)c1OC	23.1	75.9	107.9	103.9	-61.0*	84.8	56.7	80.3
O=C(CNc1ccccc1)Nn1c(COc2ccccc2)nc2ccccc2c1=O	108.0	99.9	109.5	98.2	107.9	92.8	93.6	89.9
CN1C(=O)C(=Cc2cn(C(=O)c3c(Cl)cccc3Cl)c3ccccc23)C(=O)N(C)C1=O	97.0	77.1	88.8	106.9	89.2	86.7	92.3	84.3
CCOC(=O)/C=C1\NN(c2ccc(S(N)(=O)=O)cc2)C(=O)c2ccccc21	106.2	98.8	106.3	109.1	98.1	100.1	98.5	99.2
CC1(C)OC(=O)NC1=O	116.9&110.0	119.0&97.8	112.2&104.3	94.3&112.2	98.0&99.7	106.2&110.1	101.2&96.7	101.7&97.9
O=C(O)CCC(=O)/C=C/c1ccccc1O	106.7	132.3	112.7	107.6	91.2	129.0	102.6	93.7
COc1ccc([C@H]2C(C(=O)c3ccc(O)cc3)C3(N[C@@H]2c2ccccc2)C(=O)Nc2ccccc23)cc1 (some centres not stated)	95.6	89.3	88.0	71.5	66.1	76.8	76.4	59.0
COC(=O)/C=C1/S/C(=N\N=C\c2ccc(C(F)(F)F)cc2)N(c2ccccc2)C1=O	107.2	97.5	102.2	110.4	80.1	62.4	97.9	81.5
CS(=O)(=O)Nc1ccc(Nc2cc(OC3CCOCC3)c([N+](=O)[O-])cc2Cl)cc1	103.0	·	99.4	101.8	88.9	82.2	93.1	81.0
CCOC(=O)c1cc(-c2ccc(Cl)cc2)nc2c(Cl)cc(Cl)cc12	92.6	127.2	88.1	105.2	107.3	118.3	101.3	87.2
CC(C)NO	111.3	103.3	108.1	93.9	102.7	101.7	112.3	99.3
O=S(=O)(Nc1ncccn1)c1ccc(Nc2ccc3nnc(-c4ccncc4)n3n2)cc1	99.1	97.6	103.2	124.7	95.1	84.3	100.4	99.1
O=C(NCc1ccccc1)NS(=O)(=O)c1c[nH]c(=S)[nH]c1=O	106.7	104.2	71.3	105.7	93.6	107.0	108.4	106.6
CC(=O)CC(c1cccs1)c1c(C)[nH]c2ccccc12 (configuration not stated)	103.8	107.3	102.1	110.6	93.8	105.8	99.1	87.5
Cc1c(C(=O)N=Nc2c(O)n(C)c3ccccc23)oc2ccccc12	101.8	98.7	106.6	103.4	97.6	99.2	·	94.2
Next section:
SMILES	SK-MEL-28	MALME-3M	UACC-257	SK-MEL-2	LOX IMVI	HS 578T	SK-MEL-5	UACC-62
CO[C@H]1/C=C/O[C@@]2(C)Oc3c(C)c(O)c4c(O)c(c(/C=N/N5CCN(C)CC5)c(O)c4c3C2=O)NC(=O)/C(C)=C\C=C\C(C)[C@H](O)[C@@H](C)[C@@H](O)[C@@H](C)[C@@H](OC(C)=O)[C@@H]1C (some centres not stated)	101.3	105.5	102.7	113.3	93.8	109.2	90.6	·
O=C(NNC(=O)c1cccc([N+](=O)[O-])c1)c1cccc([N+](=O)[O-])c1	110.8	116.2	90.5	107.0	106.1	94.8	109.0	97.8
Clc1nc(-c2csc(-c3cccs3)n2)cc2ccccc12	106.4	96.2	104.2	105.7	·	100.6	97.1	86.1
CC(=O)OCC(=O)C1(O)C(C)CC2C3C=C(C)C4=Cc5c(cnn5-c5ccccc5)CC4(C)C3C(O)CC21C (configuration not stated)	35.3	25.6	52.3	25.1	6.8*	·	-14.2*	-26.6*
O=C(OCC1OC(n2cc(C(F)(F)F)c(=O)[nH]c2=O)CC1OC(=O)c1ccc([N+](=O)[O-])cc1)c1ccc([N+](=O)[O-])cc1 (configuration not stated)	86.9	·	38.4	78.0	64.2	88.5	43.2	30.7
Nc1c(I)cc(I)c(C(=O)O)c1I	114.7	87.7	109.5	105.0	106.0	109.7	108.8	105.3
COc1cc(NCCCCCNCC(C)C)c2ncccc2c1	110.3	116.1	97.2	108.6	89.0	97.0	95.0	101.0
CN(C)c1ccc(/C=C/c2sc3ccc4ccccc4c3[n+]2C)cc1	-56.6*	-48.8*	-48.7*	·	-35.3*	-29.1*	-100.0*	-75.0*
CCN(c1ccccc1)S(=O)(=O)c1cc([N+](=O)[O-])ccc1Cl	88.8	67.6	64.6	46.2	52.4	82.0	45.3	57.5
Cc1nc2cc(O)c(O)cc2cc1Oc1ccc(NC(=O)c2ccc(Cl)c(Cl)c2)cc1	95.3	97.5	103.3	106.0	77.3	104.5	92.7	100.7
COC(=O)C(CSC(c1ccccc1)(c1ccccc1)c1ccccc1)NC(=O)C(CSCc1ccccc1)NC(=O)CCNC(=O)OCc1ccccc1 (configuration not stated)	57.1	77.0	45.0	47.8	84.5	100.5	26.3	75.0
O=C(O)C1CSC(c2cccs2)N1 (configuration not stated)	116.9	100.9	107.3	111.9	99.7	103.8	100.3	108.3
Nc1c(C(=O)c2ccc(Br)cc2)oc2nc(-c3cnccn3)cc(-c3cccs3)c12	106.8	102.1	103.1	113.1	·	101.0	98.0	93.7
Cc1ccc(S(=O)(=O)NCCNc2nccc(-c3c(-c4cccc(N)c4)nc4sccn34)n2)cc1	107.4	106.1	91.1	108.9	95.0	99.5	84.6	79.4
O=C1Nc2ccccc2/C1=N\c1nnc(-c2ccccc2)o1	105.8	89.7	100.4	96.4	101.7	90.1	94.3	79.7
Cc1ccc(S(=O)(=O)NN=C(c2ccc(F)cc2)c2ccc(S(C)(=O)=O)cc2)cc1	101.4	89.7	97.8	95.6	101.2	91.5	98.2	88.4
COc1ccc(-c2cc(/C=C3\C(=O)Nc4ccc(Cl)cc43)[nH]n2)cc1OC	99.3	87.3	131.8	99.5	90.5	87.8	73.0	95.9
O=C1/C(=C\c2cccn2Cc2ccc(F)cc2)c2ccccc2N1c1c(Cl)cccc1Cl	87.4	87.6	90.3	·	91.1	92.9	57.7	62.0
CC(=O)Nc1ccc(OC(C)=O)cc1	110.0&82.6	111.4&44.4	102.1&55.4	-16.6*!	-24.0*!	118.1&29.7	92.8	108.0&18.5
CCOC(=O)C(C(=O)OCC)C(=O)c1cccc2ccc3ccccc3c12	109.1	105.4	104.1	109.2	110.7	122.1	104.1	100.8
Cc1ccc(Nc2cc(=S)nc(N)[nH]2)cc1C	100.8	100.1	103.5	99.9	104.6	98.6	101.7	89.2
O=C(/C=C/c1ccccc1)Nc1ncc(Cc2ccccc2)s1	47.0	44.3	48.3	26.1	6.5*	10.4	30.6	3.3*
COc1cccc(-c2nn(-c3ccccc3)cc2-c2ccnc(NCCCNS(=O)(=O)c3cccc(F)c3)c2)c1	·	35.1	·	4.0*	27.5	32.0	-45.6*	·
O=C1c2ccccc2C(=O)c2cc(SC(=S)N3CCOCC3)ccc21	112.4	107.9	106.2	103.1	88.6	113.4	88.4	85.1
OC(c1ccccc1)(c1ccc(Br)cc1)C(O)(c1ccccc1)c1ccc(Br)cc1 (configuration not stated)	91.5	103.0	81.4	54.4	30.4	94.1	77.0	53.4
Carrying on.
SMILES	SK-MEL-28	MALME-3M	UACC-257	SK-MEL-2	LOX IMVI	HS 578T	SK-MEL-5	UACC-62
COc1ccc(C2=NN(C(=O)c3cc(-c4ccc(C)cc4)nc4ccccc34)C(c3cc(-c4ccccc4)nn3-c3ccccc3)C2)cc1 (configuration not stated)	93.8	·	96.8	94.9	80.6	95.8	97.8	83.5
Fc1ccc(-c2nnc(-c3ccc4ccccc4c3)o2)cc1	102.7	101.7	100.6	111.5	81.6	96.7	92.3	82.7
NC1=NC2(CCCCC2)N(c2ccc(S(=O)(=O)Nc3nccs3)cc2)C(N)=N1	113.6	108.5	101.7	112.3	101.7	108.4	100.2	96.3
Cc1ccc2c(N)c(C(=O)Nc3ccc(OC(F)(F)F)cc3)sc2n1	85.5	75.3	70.0	67.4	·	·	26.0	61.2
CCCCC(CC)COC(=O)CSC1=C(C)C(=O)c2ccccc2C1=O (configuration not stated)	109.2	120.7	107.1	114.4	91.0	96.3	96.6	84.7
COC12CCCC3(OCCO3)C1C(Cl)C2Cl (configuration not stated)	114.1	106.8	94.2	99.6	95.5	·	101.7	104.6
CCOc1ccc(N=Nc2ccc(N)cc2N)cc1	138.3	123.8	102.1	70.6	92.1	115.5	93.3	87.6
CN(C(=O)c1ccccc1)C(=O)c1ccccc1	100.6	·	90.1	·	97.3	94.1	104.2	101.1
CCOC(=O)c1cc(C(=O)c2ccc(OC)c(OC)c2)n2c1ccc1ccccc12	106.3	93.8	106.7	103.6	85.1	93.8	89.8	74.3
NC(=O)CSc1nc2ccccc2c(=O)n1CCc1ccccn1	24.3	97.6	104.2	97.1	93.7	·	97.9	104.6
O=C1/C(=C/c2cccc(OCc3ccccc3)c2)Oc2cc(O)ccc21	100.5	96.6	106.6	110.5	92.1	85.8	91.8	86.3
CCCCCC[C@@H](O)C/C=C\CCCCCCCC(=O)OC	111.1	103.4	99.7	92.0	98.5	97.7	100.5	97.8
N=c1c2cc(-c3ccccc3)oc2ncn1/N=C/c1ccccc1	83.4	48.9	85.6	97.2	66.3	91.3	90.8	47.6
CCn1cc(-c2cc(-c3ccc(Cl)cc3)[nH]c(=O)c2C#N)c(-c2ccc(Br)cc2)n1	105.1	107.4	91.5	69.3	93.6	95.7	94.7	89.3
COc1ccc(/C=N/Nc2c3ccccc3nc3ccccc23)cc1	108.2	105.0	103.5	82.2	92.9	93.1	90.4	91.1
COc1ccc(-c2cc(-c3ccc(OC)cc3)n3nc(NC(C)=O)nc3n2)cc1	104.6	117.2	109.2	115.3	99.5	101.1	91.6	104.4
Cc1ccc(Cl)cc1NC(=O)N(C)CCO	144.6	134.5	110.3	97.4	106.7	236.4	101.3	109.2
COc1ccc(/C=C2\N=C(c3ccccc3)N(c3cc(OC)c(OC)cc3C(=O)n3nc(C)cc3C)C2=O)cc1	96.1	118.0	111.5	93.2	·	97.9	87.7	82.7
COC(=O)C/C=N\Nc1cc(=O)[nH]c2ccccc12	109.4	100.4	104.7	113.7	100.2	96.2	92.3	95.3
COc1ccc(C[n+]2cc([O-])on2)cc1	102.0	105.4	103.0	105.1	102.2	65.0	106.9	96.5
CCCCCCCC[C@@H]1N[C@@H](C(=O)OC)Cc2c1[nH]c1ccccc21	94.2	83.0	101.4	109.3	93.1	91.7	97.3	69.1
O=C(O)c1ccc(-n2cc(CNc3ccc(Cl)cc3)c(-c3ccc(F)cc3)n2)cc1	95.6	92.9	101.0	99.1	84.3	100.2	84.8	77.4
COc1cc(OC)c(NC(=O)CC2SC(N)=NC2=O)cc1Cl (configuration not stated)	113.1	116.0	99.0	110.9	106.6	100.2	104.1	107.2
CCOc1ccccc1CCO	108.7	112.5	104.4	114.4	102.3	116.0	98.5	102.0
COc1ccc(-c2cn[nH]c2-c2ccc(OC)cc2O)cc1	106.2	112.2	105.6	·	86.4	89.7	97.3	81.3

10 entries from above, ordered by SMILES length, smallest number first.
SMILES	SK-MEL-28	MALME-3M	UACC-257	SK-MEL-2	LOX IMVI	HS 578T	SK-MEL-5	UACC-62
CCOc1ccccc1CCO	108.7	112.5	104.4	114.4	102.3	116.0	98.5	102.0
COc1ccc(O)c(C(=O)CC(=O)c2cccnc2)c1	120.4	124.7	108.9	114.7	104.5	121.9	104.1	101.9
COc1cc(OC)c(NC(=O)CC2SC(N)=NC2=O)cc1Cl (configuration not stated)	113.1	116.0	99.0	110.9	106.6	100.2	104.1	107.2
CCCCC(CC)COC(=O)CSC1=C(C)C(=O)c2ccccc2C1=O (configuration not stated)	109.2	120.7	107.1	114.4	91.0	96.3	96.6	84.7
COc1cc(C#Cc2ccc(=O)oc2C#Cc2ccccc2)cc(OC)c1OC	23.1	75.9	107.9	103.9	-61.0*	84.8	56.7	80.3
COc1ccc(Cn2nc3c(c2-c2ccc(OC)c(OC)c2)-c2oncc2CC3)cc1	95.1	104.1	95.3	112.0	96.7	95.7	98.3	92.2
OC(c1ccccc1)(c1ccc(Br)cc1)C(O)(c1ccccc1)c1ccc(Br)cc1 (configuration not stated)	91.5	103.0	81.4	54.4	30.4	94.1	77.0	53.4
Cc1nc2cc(O)c(O)cc2cc1Oc1ccc(NC(=O)c2ccc(Cl)c(Cl)c2)cc1	95.3	97.5	103.3	106.0	77.3	104.5	92.7	100.7
Cc1ccc(S(=O)(=O)NN=C(c2ccc(F)cc2)c2ccc(S(C)(=O)=O)cc2)cc1	101.4	89.7	97.8	95.6	101.2	91.5	98.2	88.4
CN1C(=O)C(=Cc2cn(C(=O)c3c(Cl)cccc3Cl)c3ccccc23)C(=O)N(C)C1=O	97.0	77.1	88.8	106.9	89.2	86.7	92.3	84.3
